Compound activity: PubChem, Icahn School of Medicine at Mount Sinai
RBX1-CUL1 inh: inhibitors of human ROC1-CUL1 ubiquitin ligase activity. inhibition, % at 10 µM. E3 ubiquitin-protein ligase RBX1 (Homo sapiens) + Cullin-1 (Homo sapiens), P62877+Q13616. actives 0.6% (n = 140,000). in vitro K48 di-Ub FRET, acceptor:donor ratio, 45 min; in the data active means inhibition above about 25%
Target sequence (P62877 whole entry, looked up): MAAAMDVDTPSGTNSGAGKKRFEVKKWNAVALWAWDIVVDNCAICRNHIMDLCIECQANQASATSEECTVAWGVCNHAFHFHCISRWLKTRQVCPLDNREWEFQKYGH
Target sequence (Q13616 whole entry, looked up): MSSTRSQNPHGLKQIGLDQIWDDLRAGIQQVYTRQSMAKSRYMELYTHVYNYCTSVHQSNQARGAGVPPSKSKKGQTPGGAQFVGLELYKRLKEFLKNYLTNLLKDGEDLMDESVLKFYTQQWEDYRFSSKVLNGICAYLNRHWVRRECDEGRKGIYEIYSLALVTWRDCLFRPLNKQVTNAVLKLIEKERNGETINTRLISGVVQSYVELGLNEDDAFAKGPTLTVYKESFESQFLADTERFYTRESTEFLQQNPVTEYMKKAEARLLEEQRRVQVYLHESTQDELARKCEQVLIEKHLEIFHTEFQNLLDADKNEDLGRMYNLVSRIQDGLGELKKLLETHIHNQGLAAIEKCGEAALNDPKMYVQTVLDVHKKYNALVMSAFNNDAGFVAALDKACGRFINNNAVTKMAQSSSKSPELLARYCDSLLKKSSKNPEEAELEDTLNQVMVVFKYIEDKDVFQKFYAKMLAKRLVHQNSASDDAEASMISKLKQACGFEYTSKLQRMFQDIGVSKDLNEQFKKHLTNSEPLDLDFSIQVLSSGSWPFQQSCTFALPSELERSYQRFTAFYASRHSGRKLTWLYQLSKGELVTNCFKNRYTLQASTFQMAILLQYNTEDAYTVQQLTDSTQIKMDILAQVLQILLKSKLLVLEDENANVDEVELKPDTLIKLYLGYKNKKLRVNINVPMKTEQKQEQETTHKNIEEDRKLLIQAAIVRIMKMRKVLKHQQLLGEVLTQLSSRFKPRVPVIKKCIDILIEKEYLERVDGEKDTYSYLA
* = called active by the depositor.

RBX1-CUL1 inh,SMILES
0,COc1ccc(CN(C(=O)Nc2cc(C)ccc2C)C2CCN(C(C)=O)CC2)cc1
1,CC(=O)C(=Cc1ccc(O)c([N+](=O)[O-])c1)C(C)=O
15,Cc1c(C(=O)Nc2ccc(-n3cnnn3)cc2)oc2ccccc12
4,Cc1oc2ncnc(N3CCOCC3)c2c1C(=O)NCc1ccccc1
-3,CS(=O)(=O)Nc1ccccc1Oc1ccccc1
-8,CCc1nccn1CCC(=O)NCc1nc(-c2ccc(NC(=O)c3ccc(COC)o3)cc2)oc1C
2,C/C(=N/O)c1cc([N+](=O)[O-])ccc1Cl
-6,Cc1cc(C)cc(-n2ccn(CC(=O)Nc3cc(C)ccc3C)c(=O)c2=O)c1
1,O=C(CSc1ccc(F)cc1)Nc1ccc(F)c(F)c1
-6,OC(c1ccccc1)c1cccnc1 (stereo unspecified)
-4,CC(C)c1ccccc1OCC(=O)Nc1nnc(C2CCCCC2)s1
-2,Cn1c(SCc2c(Cl)cccc2Cl)nc2sc3c(c2c1=O)CCCC3
2,Cc1cc(C)c2c(CC(=O)Nc3ccc(S(=O)(=O)N4CCCCC4)cc3)coc2c1
1,NC(=O)c1nn(-c2ccccc2)nc1NC(=O)COc1ccc(Cl)cc1C1CCCCC1
1,c1ccc(-c2csc(Nc3ccc(-c4csc(-c5ccccc5)n4)cc3)n2)cc1
-5,O=C(Cn1cc(SCc2c(F)cccc2Cl)c2ccccc21)N1CCCCC1
4,COc1cc(Br)c(/C=N/NS(=O)(=O)c2ccccc2)cc1OC
-2,CS(=O)(=O)N(CC(N)=O)c1ccc(Oc2ccccc2)cc1
4,CC(=O)[C@@H]1[C@@H](c2cccc(F)c2)C(C#N)(C#N)[C@H]2C=Cc3ccccc3N12
2,Cc1ccc2c(c1)N(C(=O)C1CCCO1)C(C)(C)c1ssc(=S)c1-2 (stereo unspecified)
0,CCOC(=O)c1cc(-c2ccccc2)n(CC(=O)N(C)c2ccc(OC)cc2)c1C
9,CCCSc1nnc2n(-c3cccc(C)c3)c(=O)c3c4c(sc3n12)CCCC4
-3,CN(Cc1ccccc1)c1ncccc1CNC(=O)Nc1ccccc1F
-1,O=C(NCC1CCCO1)NC1CCCCC1 (stereo unspecified)
-2,C=CCn1c(=N)c(C(=O)NCC)cc2c(=O)n3ccccc3nc21
12,CCOC(=O)c1ccc(N2C(=O)c3[nH]nc(-c4ccc(OC)cc4)c3C2c2ccc(C)cc2)cc1 (stereo unspecified)
-7,COC(=O)C(O)(c1ccc(NC(=O)c2ccc(F)cc2)cc1)C(F)(F)F (stereo unspecified)
-4,Cc1cccc(N2CCN(S(=O)(=O)c3ccc4oc(=O)c5ncn(C)c5c4c3)CC2C)c1 (stereo unspecified)
8,COC(=O)c1scc(-c2ccccc2)c1S(=O)(=O)Nc1ccc(C)c(Cl)c1
-14,CN1CCCCC1CCNC(=O)c1ccc(NC2CCOCC2)nc1 (stereo unspecified)
15,COc1ccc2c(c1)OC(C)CN(CC(=O)NCC(c1ccc(F)cc1)N1CCCC1)C2 (stereo unspecified)
-6,CCOc1ccc(CNC(=O)C2CCN(S(=O)(=O)c3cn(C)cn3)CC2)cc1OC
-11,COc1ccc2c(c1)C=Cc1ccccc1S2
1,Cc1ccccc1NC(=O)CSc1nc2ccccc2c(=O)n1-c1ccccc1
-1,Cc1ccc(CCNC(=O)CS(=O)Cc2nc(-c3ccccc3Cl)oc2C)cc1 (stereo unspecified)
3,CC(C)c1ccccc1NC(=O)COc1ccccc1
3,COc1ccccc1OC(=O)Cc1ccc(Cl)cc1
-5,CC1(C)CC(O)CC(C)(C)N1CC(O)COC1CC2CCC1(C)C2(C)C (stereo unspecified)
2,Cc1cccc(-n2nnc(-c3nc(-c4ccccc4)no3)c2N)c1C
8,O=C(Cc1ccc(Br)cc1)N(Cc1ccccc1)c1ccccn1
4,COC(=O)c1ccccc1NC(=O)CSc1nc2ccccc2nc1Cc1ccccc1OC
-5,CCOC(=O)N1CCc2c(sc3c2C(=O)NC(c2cc(OC)c(O)c(OC)c2)N3)C1 (stereo unspecified)
0,CCC(C(=O)NCc1ccc(OC)c(OC)c1)n1nc(C)c2c(C)n(-c3ccc(C)cc3)nc2c1=O (stereo unspecified)
2,O=C(COc1ccc(Br)cc1)N(c1ccccc1)C1C=CS(=O)(=O)C1 (stereo unspecified)
12,O=C1c2cccnc2C(=O)N1c1ccccc1
5,COCCNS(=O)(=O)c1ccc(OC)c(Cl)c1Cl
5,CC(=O)c1cnc2c([N+](=O)[O-])c(N)nn2c1C
-7,O=C(c1ccnnc1)N1CCC(Cn2cc(-c3ccccc3)nn2)CC1
4,Cc1cc(=O)[nH]c(SCc2c(Cl)cccc2Cl)n1
4,C=CCc1cc(/C=C2\SC(=O)N(Cc3ccc(F)cc3)C2=O)cc(OC)c1OC
-4,C=CCNS(=O)(=O)c1ccc(C(=O)Nc2ccncc2)cc1
-2,CCc1ccc(-n2nnc(C(=O)Nc3ccc(C(=O)O)cc3)c2C)cc1
6,O=C(O)c1ccccc1C(=O)N1CCN(c2ccccc2)CC1
0,COC(=O)C1=C(C(=O)OC)SC(=C2C(=S)C(C)(C)N(C(=O)c3ccccc3C)c3ccc(Br)cc32)S1
9,COc1ccc([C@@H]2[C@H]3CN(C)CC=C3C(C#N)C(=N)C2(C#N)C#N)cc1Br (stereo partly specified)
-11,COc1ccc(S(=O)(=O)N(NC2NS(=O)(=O)C3CCCCC23)C(=O)c2ccc(C(C)(C)C)cc2)cc1 (stereo unspecified)
-1,Cc1ccc(F)cc1NC(=O)CSc1nnc(COc2c(C)cccc2C)o1
-15,O=C(CN1C(=O)CCc2cc(S(=O)(=O)N3CCOCC3)ccc21)NCc1ccccc1Cl
11,COCCCn1c(CN2CCN(c3ccccc3C)CC2C)cnc1S(C)(=O)=O (stereo unspecified)
1,N#Cc1c(-c2ccccc2)n2c(/C=C/c3ccccc3)nn(-c3ccccc3)c2nc1=O

The list continues.
RBX1-CUL1 inh,SMILES
3,COc1ccc(CCNC(=O)c2c(C)oc3nc(C)nc(N4CCOCC4)c23)cc1OC
-3,Cc1ncc(CN2CCCC(CCc3ccccc3F)C2)[nH]1 (stereo unspecified)
3,C=CCNCCOc1cc(C)c(C)cc1Br
4,CCSc1nnc(-c2ccc(N)cc2)n1C
-2,CCC(C)NC(=O)Cn1c(=O)n(Cc2ccc(C(=O)NCCCOC)cc2)c(=O)c2ccccc21 (stereo unspecified)
-6,CCOC(=O)C1=C(C)N=c2s/c(=C\c3cc4c(cc3[N+](=O)[O-])OCO4)c(=O)n2C1c1ccccc1Cl (stereo unspecified)
5,CC(=O)Oc1cc(=O)oc2c1c(=O)n1c3c(cccc23)CC1
0,Cc1cccc(NS(=O)(=O)c2ccc(NS(=O)(=O)c3ccc4c(c3)OCCO4)cc2)c1
-9,COc1ccc2c(c1)CC(N1CCN(C)CC1)c1cc(OC)ccc1S2 (stereo unspecified)
-6,COc1ccc([C@@H](C)NC(=O)C2CCCN(c3nc(C)c4ccc(OC)cc4n3)C2)cc1 (stereo partly specified)
-1,CCOc1ccc(Nc2nc(=O)[nH]nc2C)cc1
-10,CCC1=Nc2cc(C(=O)NCCCOC(C)C)ccc2Sc2ccc(C)cc21

Next section (3 carried over from the part before).
RBX1-CUL1 inh,SMILES
-6,COc1ccc([C@@H](C)NC(=O)C2CCCN(c3nc(C)c4ccc(OC)cc4n3)C2)cc1 (stereo partly specified)
-1,CCOc1ccc(Nc2nc(=O)[nH]nc2C)cc1
-10,CCC1=Nc2cc(C(=O)NCCCOC(C)C)ccc2Sc2ccc(C)cc21
-4,O=C(COc1ccccc1)Nc1ccccc1-c1ccccc1NC(=O)COc1ccccc1
-2,Cc1cccc(N2CCN(CCCNC(=O)c3nnc(Cc4c(F)cccc4Cl)o3)CC2C)c1 (stereo unspecified)
-6,Cc1ccccc1-c1nc2nc(C3CCOCC3)cc(=O)n2[nH]1
2,COc1cccc2c1OCC(NCc1cnn(-c3ccccc3)c1)C2 (stereo unspecified)
8,CC(C)(C)c1cc(Br)ccc1OCC(=O)Nc1sc2c(c1C(N)=O)CCCC2
7,O=c1[nH]c2ccc(Br)cc2c(-c2ccccc2)c1C1=NNC(c2ccccc2)C1 (stereo unspecified)
-6,COc1ccc(C(=O)Nc2ccc3c(c2)CCCN3S(=O)(=O)c2ccc(C)cc2)c(OC)c1
9,O=C(CCSc1nnnn1-c1ccccc1)Nc1ccccc1
2,COCc1nnc(NC(=O)CC(C)C)s1
-6,O=C1CC(=C(c2ccccc2)c2ccccc2)C(=O)N1CCN1CCN(c2cccc(C(F)(F)F)c2)CC1
1,COc1ccc(-c2nsc(NC(=O)C(C)Oc3ccc(Cl)c(C)c3)n2)cc1 (stereo unspecified)
-4,CC(Oc1ccccc1)c1nnc(SCC(=O)Nc2cccc(C(F)(F)F)c2)n1C (stereo unspecified)
3,COC(=O)c1ccccc1OC(=O)C1CCCCC1
7,COc1cccc(CC(C2CCN(C(=O)CC3CCCCC3)CC2)N(C)C(=O)c2ccn(C)n2)c1 (stereo unspecified)
8,CC(C)NC(=O)CSc1nc(-c2ccco2)cc(C(F)(F)F)n1
2,Cc1ccc(NC(=O)c2sc3ncccc3c2N)c(C)c1
-6,c1ccc(-c2cc3c(N4CCCC4)ncnc3s2)cc1
-8,N#Cc1ccc(-c2ccc(OCC(=O)Nc3ccccc3Br)cc2)cc1
-5,C=C(Br)CSc1nc2sc3c(c2c(=O)n1-c1ccccc1)CCC3
-6,O=C(O)c1cccc(-c2ccc(CNC3CCCC3)o2)c1
2,Cc1cc(Br)cc(Br)c1OCC(=O)Nc1ccc2oc(-c3cccnc3)nc2c1
14,O=C1C(=O)N(CCCn2ccnc2)C(c2ccccc2)C1C(=O)c1ccc2c(c1)OCCO2 (stereo unspecified)
-1,CCOC(=O)CSc1nc2c([nH]c3ccccc32)c(=O)n1-c1ccc(OC)cc1
-1,O=C(CSC(=S)N1CCSCC1)c1ccc([N+](=O)[O-])cc1
-1,COc1ccc(N2CCN(C(=O)COc3ccc(F)cc3)CC2)cc1
-9,CC(C)C1CC(CCNCc2ccccc2F)(c2ccccc2)CCO1 (stereo unspecified)
-2,COc1ccccc1CNC(=O)Nc1cccc(Cl)c1
11,O=C(Nc1ccc2nc3n(c(=O)c2c1)CCCCC3)C(=O)Nc1ccccc1F
1,Cc1ncc2c(c1-c1noc(-c3nc(C(C)C)cs3)n1)CCNC2
6,COc1ccc(CN2CCCC(CO)(Cc3ccc(F)cc3F)C2)cc1O (stereo unspecified)
1,COc1ccc(CNC(=O)CCCn2nc(C)n3c(cc4sccc43)c2=O)cc1
1,Cc1ccc(Nc2nc(N)nc(CSc3nccn3C)n2)cc1
-2,Cn1c(=O)c2c(ncn2CCOC(c2ccc(F)cc2)c2ccc(F)cc2)n(C)c1=O
6,O=c1oc(-c2ccccc2F)nc2sc3c(c12)CCC3
-1,CCOC(=O)C1(Cc2ccc(OC)cc2)CCN(C(=O)c2ccc(=O)n(C)n2)CC1
-8,CCCC(C)NC(=O)C(C)Oc1ccccc1 (stereo unspecified)

Sorted by length of the SMILES (highest first): 17 of the compounds above
RBX1-CUL1 inh,SMILES
7,COc1cccc(CC(C2CCN(C(=O)CC3CCCCC3)CC2)N(C)C(=O)c2ccn(C)n2)c1 (stereo unspecified)
14,O=C1C(=O)N(CCCn2ccnc2)C(c2ccccc2)C1C(=O)c1ccc2c(c1)OCCO2 (stereo unspecified)
-2,Cn1c(=O)c2c(ncn2CCOC(c2ccc(F)cc2)c2ccc(F)cc2)n(C)c1=O
-1,CCOC(=O)CSc1nc2c([nH]c3ccccc32)c(=O)n1-c1ccc(OC)cc1
2,Cc1cc(Br)cc(Br)c1OCC(=O)Nc1ccc2oc(-c3cccnc3)nc2c1
11,O=C(Nc1ccc2nc3n(c(=O)c2c1)CCCCC3)C(=O)Nc1ccccc1F
1,COc1ccc(CNC(=O)CCCn2nc(C)n3c(cc4sccc43)c2=O)cc1
-8,N#Cc1ccc(-c2ccc(OCC(=O)Nc3ccccc3Br)cc2)cc1
8,CC(C)NC(=O)CSc1nc(-c2ccco2)cc(C(F)(F)F)n1
-1,COc1ccc(N2CCN(C(=O)COc3ccc(F)cc3)CC2)cc1
-9,CC(C)C1CC(CCNCc2ccccc2F)(c2ccccc2)CCO1 (stereo unspecified)
1,Cc1ccc(Nc2nc(N)nc(CSc3nccn3C)n2)cc1
6,O=c1oc(-c2ccccc2F)nc2sc3c(c12)CCC3
-6,c1ccc(-c2cc3c(N4CCCC4)ncnc3s2)cc1
-2,COc1ccccc1CNC(=O)Nc1cccc(Cl)c1
3,COC(=O)c1ccccc1OC(=O)C1CCCCC1
-8,CCCC(C)NC(=O)C(C)Oc1ccccc1 (stereo unspecified)

The list continues.
RBX1-CUL1 inh,SMILES
2,Cc1ccc2occ(CC(=O)N(Cc3ccc(C(C)C)cc3)C3CCS(=O)(=O)C3)c2c1 (stereo unspecified)
-5,O=c1c(N2CCN(c3cccc(C(F)(F)F)c3)CC2)csc2ccccc12
6,Cc1ccc(COc2c(Br)cc(/C=C(\C#N)c3nn(-c4ccccc4)c(N)c3C#N)cc2Br)cc1
10,O=C(COc1ccc(Cl)cc1Cl)NCc1ccccn1
-3,CCc1ccc(N(CC)C(=O)Cn2cnc3sc(C)c(S(=O)(=O)N4CCN(c5ncccn5)CC4)c3c2=O)cc1
-3,CC(SC1=NC(=O)CC(=N)N1CCc1ccccc1)C(=O)Nc1cccc(Cl)c1 (stereo unspecified)
-1,O=C(Oc1ccc(Br)cc1)c1cc(Cl)nc2ccccc12
-4,COc1ccc(C(=O)NC2CCCC2)cc1S(=O)(=O)N(C)C
3,O=C1C(=O)N(C2c3ccccc3C=Cc3ccccc32)c2ccccc21
-5,Brc1ccc(-c2csc(N/N=C/c3ccccc3)n2)cc1
-1,Cc1cccc(C(=O)Nc2ccc(C)c(O)c2)c1
-1,CC(C)Cn1c(=O)c2ccccc2n2c(CCC(=O)Nc3ccc(F)cc3)nnc12
-11,COC(=O)c1c(-c2cccs2)csc1NC(=O)COc1ccc(C(C)(C)C)cc1
7,O=C(C1=CCCCC1)c1c[nH]c2ccccc12
4,O=C(Nc1ccccc1)C1=C(N2CCOCC2)c2ccccc2S1(=O)=O

Only part of the results is shown, so the mix of outcomes need not match the whole.
